F508del corr = correctors of CFTR F508del function in bronchial epithelial cells; CFBE cells, YFP halide quenching; stimulated with forskolin plus potentiator P3; % fluorescence drop versus neutral controls; activity (quench increase), % at 7.58 µM; 0.36% of 350,000 active; AID 720511;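 active means mean added fluorescence quench of at least 8% versus neutral control, with both replicates also reaching 8%; inconclusive means only one of the mean or replicate conditions met; inactive means mean below 8% and not both replicates reaching 8%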;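 further: cells transiently co-express mutant CFTR-F508del with the halide-sensitive YFP; corrector assay measuring rescue of mutant channel to the surface after 24 h compound exposure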
FN deposition inh = fibronectin deposition inhibition; 0.086% of 350,000 active; AH1F fibroblasts, Alexa488-fibronectin deposition fluorescence, overnight; AID 743247; inhibition, % at 12.6 µM;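 active means mean inhibition across replicates of 30% or more, regardless of how many single replicates reach that level; inconclusive means mean under 30% yet at least half of replicates reach 30%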;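 further: positive control wells lacked labelled fibronectin entirely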
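Measured by – fluorescence 485/525 nm · System – AH1F fibroblast monolayer, labelled fibronectin deposition · Amount – 10000 cells per well · Buffer or medium – serum-reduced DMEM (2% serum) · Doses – single dose, pinned · Also added – fluorescent fibronectin at 24 nM final · Schedule – 1 h cell attachment, overnight exposure to compound and label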
miR-122 sensor = inhibitors of miR-122 in Huh7 cells. Huh7 miR-122 Renilla luciferase sensor, 48 h; neutral wells = 0, positive control = 100. activation (reporter increase), % at 12.5 µM. 0.3% of 340,000 active;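 active means mean replicate activation score at least 90 and every replicate individually at or above 90; inconclusive means only one of the two criteria met; inactive means neither criterion met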;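 further: higher luciferase means less miR-122 activity so hits act as miR-122 inhibitors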
INS-1E GSIS act = GLuc luminescence reporter in INS-1E cells, primary screen for activators of glucose-dependent secretion of insulin | 0.61% of 370,000 active | activation, % at 16.6 µM | INS-1E GLuc reporter insulin secretion, 2-3 h;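 active means lowest replicate activation of at least 40%, so every replicate reaches that level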;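 further: 0% = median of neutral control wells and 100% = median of IBMX positive control wells; some compounds called inactive have numbers as strong as hits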
PAX8 inh HTS = PAX8 transcriptional activity inhibition. 1.2% of 360,000 active. AID 652154. RMG-I TPO-luciferase reporter, SteadyGlo, 24 h. inhibition, % at 12.6 µM;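 active means mean replicate inhibition at least 60% with every replicate also reaching 60%; inconclusive means only one of the two criteria is met; inactive means mean below 60% and not all replicates reaching 60%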;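 further: luciferase light reporting Pax8 driven TPO promoter activity; plate controls were median of neutral control wells for no effect and mitoxantrone controls for full effect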
EWS-Fli inh = blocks EWS/Fli oncoprotein-driven transcription | A673 NR0B1-luciferase reporter, viability-normalised | inhibition, % at 12.6 µM | 0.67% of 350,000 active;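 active means mean inhibition of at least 50% after viability correction, with every replicate also passing that limit; inconclusive means mean reaches 50% but only one of two replicates passes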;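 further: firefly luciferase signal divided by Alamar Blue viability fluorescence both relative to DMSO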
DENV2 CPE = inhibitors of DENV2 cytopathic effect | DENV2-infected cells, cytopathic effect rescue, plate reader | CPE inhibition, % at 9.99 µM | 1.7% of 350,000 active; in the data active means CPE inhibition above about 20%, passing the limit was not always enough; inconclusive means no clear call, values can overlap the other calls; tested in BHK-21 cells;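 further: 0% = median of neutral control wells and 100% = median of positive control wells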
An asterisk follows results filed as active; ? = inconclusive; nt = no result given; [ ] = dose if it differs, or a comment.

SMILES	F508del corr	FN deposition inh	miR-122 sensor	INS-1E GSIS act	PAX8 inh HTS	EWS-Fli inh	DENV2 CPE
O=C(c1[nH]ncc1[N+](=O)[O-])N1CCOCC1	-1.5	-2	-4	5	-13	-5	0
Cc1ccc(NC(=S)N2CCOCC2)cc1	nt	5	nt	12	-20	3	-4
O=C(Nc1nccs1)[C@@H]1[C@@H](CO)[C@@H]2Cn3c(cccc3=O)[C@@H]2N1C(=O)C1CCC1	-0.9	nt	-6[16.7 µM]	12	nt	7	-4
COc1ccc(N2C(N)=C(C#N)C(c3ccsc3)C3=C2CCCC3=O)c(OC)c1 (stereo not given)	nt	0	0	10	21	nt	nt
COc1ccc(CCn2c(SCC(=O)Nc3cc(C)on3)nc3ccsc3c2=O)cc1OC	nt	12	-7	4	nt	nt	nt
C[C@H]1CN([C@@H](C)CO)C(=O)c2cc(C#CC3(O)CCCC3)cnc2O[C@H]1CN(C)C(=O)CC1CC1	0.0	0	-9[16.7 µM]	12	nt	3	-6
O=C(NCc1cccc(Cl)c1)c1ccco1	1.3	nt	3	7	nt	4	-3
CCCCOCCOCCOCCCC	-0.8	nt	0	22	nt	-5	-16
Cc1noc(C)c1S(=O)(=O)Nc1ccc(O)c2c(=O)cc(-c3ccccc3Cl)oc12	-6.2	-12	0	nt	2	7	nt
OCCC1CN(Cc2cnc(-c3ccc(Cl)cc3)nc2)CCN1C1CCCC1 (stereo not given)	-0.3	11	-2	-10	21	15	?

Single values from the results shown.
O=C(NCc1cccc(Cl)c1)c1ccco1 @ INS-1E GSIS act: 7
O=C(c1[nH]ncc1[N+](=O)[O-])N1CCOCC1 @ PAX8 inh HTS: -13
Cc1ccc(NC(=S)N2CCOCC2)cc1 @ EWS-Fli inh: 3

Other records:
SMILES	F508del corr	FN deposition inh	miR-122 sensor	INS-1E GSIS act	PAX8 inh HTS	EWS-Fli inh	DENV2 CPE
Cc1cccc(/C=C2/SC(=O)N(Cc3ccccc3Cl)C2=O)n1	-1.3	nt	-1	2	nt	-7	-4
O=C(C[C@H]1CC[C@@H]2[C@H](COC[C@H](O)CN2CCC(F)(F)F)O1)N1CCC(Cc2ccccc2)CC1	0.4	10	-3[16.7 µM]	-2	-9	0	3
Cc1cccc(C)c1NC(=O)CN(C)C(=O)C1CCN(c2ncnc3sc(C)c(C)c23)CC1	0.4	1	-10	-29	18	7	-3
Cc1ccc(S(=O)(=O)Nc2ccc3c(c2)C(=O)N([C@H](C)CO)C[C@H](C)[C@@H](CN(C)C(=O)NC2CCCCC2)OCCCC[C@H](C)O3)cc1	0.5	nt	-2[16.7 µM]	-23	-12	0	3
COCc1ccc(C(=O)N(C)CC2CCCN(CCc3ccc(Cl)cc3)C2)o1 (stereo not given)	2.1	2	nt	-7	-9	nt	-1
COCC(=O)N(C)C[C@@H]1Oc2ncc(-c3ccc(C#N)cc3)cc2C(=O)N([C@H](C)CO)C[C@@H]1C	-1.0	-5	-4[16.7 µM]	9	-14	-11	0
CCOc1ccc(OCCC(=O)N(CC(=O)Nc2ccccc2C(F)(F)F)Cc2ccco2)cc1	-5.7	2	nt	-40	-4	8	0
CO[C@@H]1CN(C)C(=O)c2cc(NC(=O)C3CC3)ccc2OC[C@@H](C)NC[C@H]1C	-2.2	1	nt	4	-5	-3	1
C[C@H](CO)N1C[C@H](C)[C@@H](CN(C)Cc2ccc(-c3ccccc3)cc2)Oc2ccc(NC(=O)CCCN(C)C)cc2C1=O	0.9	-4	-12[16.7 µM]	24	-7	14	-2
NC(=O)C1CC(=O)N(c2ccc(OCC(=O)Nc3ccc(F)cc3)cc2)C1 (stereo not given)	0.7	-11	-12	9	-14	-14	-1
O=C(COC(=O)Cc1ccccc1F)Nc1cc(S(=O)(=O)N2CCOCC2)ccc1N1CCCC1	nt	3	nt	-1	-10	2	-2
C=CCOC(=O)C1=C(C)N=C2SCCC(=O)N2C1/C=C/c1ccccc1 (stereo not given)	0.9	-8	24	18	2	8	-6
CCn1cc(C(=O)NCCCN2CCC(C)CC2)c(=O)c2cc(S(=O)(=O)N3CCOCC3)ccc21	0.0	16	0	19	0	-2	-3
CCCc1ccc(-c2ccc(-c3noc(-c4ccncc4)n3)cc2)nc1	nt	-6	-8	nt	-11	1	2
Cc1ccc(S(=O)(=O)NCC(=O)NCC(=O)OCc2c(F)cccc2Cl)cc1	0.7	3	0	-23	1	1	9
O=C1CC(C(=O)O)S/C(=N\N=C\c2ccc(Br)cc2)N1 (stereo not given)	-1.3	1	-3	14	17	-6	-2
O=C(O)c1cc2c(cc1NC(=O)C1CCCC1)OCCO2	-1.3	2	nt	-1	-14	-8	4
C[C@H](CO)N1C[C@H](C)[C@H](CN(C)CC2CCCCC2)Oc2ccc(NS(C)(=O)=O)cc2CC1=O	-0.1	6	13[16.7 µM]	2	0	-3	-7
CCOC(=O)c1c(NC(=O)c2nn(C)cc2[N+](=O)[O-])sc(C)c1C	2.8	-6	-3	8	2	-6	9
Cc1ccc(-n2nc3c(c2NC(=O)c2ccco2)CS(=O)(=O)C3)c(C)c1	2.3	-1	-3	18	11	nt	9

Results in miR-122 sensor and PAX8 inh HTS, for two of the compounds above:
Compound | miR-122 sensor | PAX8 inh HTS
CCOC(=O)c1c(NC(=O)c2nn(C)cc2[N+](=O)[O-])sc(C)c1C | -3 | 2
Cc1ccc(-n2nc3c(c2NC(=O)c2ccco2)CS(=O)(=O)C3)c(C)c1 | -3 | 11

Following part.
SMILES	F508del corr	FN deposition inh	miR-122 sensor	INS-1E GSIS act	PAX8 inh HTS	EWS-Fli inh	DENV2 CPE
CCc1ccc(NC(=O)C(=O)NNC(=O)c2cccc(OC)c2)cc1	-2.0	5	-6	0	-5	10	-6
O=C(CN1CCOCC1)N[C@@H]1CC[C@@H](CCn2cc(C3CC3)nn2)O[C@@H]1CO	-2.0	2	nt	9	-6	0	0
CCOC(=O)N1CCc2c(sc3nc4n(c(=O)c23)N=C(c2ccc(OC)cc2)CS4)C1	1.4	-6	0	nt	-6	-8	-1
CSc1nsc(SCC(=O)Nc2ccccc2C(=O)O)n1	-0.8	0	-4	7	-1	-32	-4
COc1ccc(Cc2c(O)nc(SCC(C)C)[nH]c2=O)cc1	-1.6	7	-4	1	-8	8	-6
Cc1sc2ncnc(N3CCC(C(=O)Nc4ccc(Cl)cc4Cl)CC3)c2c1C	-1.3	6	nt	-8	nt	7	30*
COc1ccc(/C=C2\SC(=S)N(CCCC(=O)Nc3ccccc3C(=O)O)C2=O)cc1OC	-1.4	nt	-10	-11	12	9	-4
CCS(=O)(=O)N1Cc2ccccc2CC1C(=O)NCc1cccc(OC)c1 (stereo not given)	1.1	-12	-6	12	15	0	2
CC(=O)Nc1c([N+](=O)[O-])cc2c3c(cccc13)CC2	0.8	9	-1	nt	2	2	0
Cc1ccc(CN(C(=O)c2csnn2)C(C(=O)NC2CCCC2)c2ccc(C)o2)cc1 (stereo not given)	nt	4	nt	-15	3	nt	nt
CC(C)NC(=O)Nc1ccc2c(c1)C(=O)N([C@@H](C)CO)C[C@@H](C)[C@@H](CN(C)C(=O)c1ccncc1)OCCCC[C@H](C)O2	-2.2	-4	-2[16.7 µM]	9	-15	nt	-1
COc1ccc(/C=C/C(=O)c2cc(F)ccc2OC(=O)c2ccc(OC)c(OC)c2)cc1OC	-2.9	8	7	13	3	-2	nt
CC(=O)Nc1ccc(N(C(=O)CNC(=O)c2cccs2)C(C(=O)NC(C)(C)C)c2ccccc2)cc1 (stereo not given)	0.4	-2	2	-10	-16	0	1
CNC(=O)COC(=O)c1cc2c(C)nn(-c3ccc(F)cc3)c2s1	1.4	nt	-5	14	nt	-12	0
CCCNC(=O)N1C[C@@H](C)[C@@H](OC)CN(C)C(=O)c2cc(NC(=O)CCC)ccc2OC[C@@H]1C	0.8	24	nt	5	-1	1	-2
O=[N+]([O-])c1cccnc1Oc1ccc(C2SCCS2)cc1	1.2	0	nt	1	-54	-50	12
Cc1cc(-c2nnc(CCC(=O)NC(C)c3ccccc3Cl)o2)no1 (stereo not given)	-2.5	-4	nt	2	-10	13	4
COc1ccccc1OCC(=O)NCC(c1cccs1)N1CCOCC1 (stereo not given)	0.1	-2	nt	21	7	nt	7
COc1ccc(OC)c(-c2cc(C(=O)N/N=C/c3ccc(F)cc3)c3ccccc3n2)c1	-0.5	-2	-6	-4	4	-16	1
CC(C)[C@H](NC(=O)OC(C)(C)C)c1cc(C(=O)NC2CC2)c(N)s1	3.4	nt	nt	-12	-24	2	1

A different layout for part of the listing above:
> CC(C)NC(=O)Nc1ccc2c(c1)C(=O)N([C@@H](C)CO)C[C@@H](C)[C@@H](CN(C)C(=O)c1ccncc1)OCCCC[C@H](C)O2
  F508del corr: -2.2
  FN deposition inh: -4
  miR-122 sensor: -2[16.7 µM]
  INS-1E GSIS act: 9
  PAX8 inh HTS: -15
  EWS-Fli inh: nt
  DENV2 CPE: -1

> COc1ccc(/C=C/C(=O)c2cc(F)ccc2OC(=O)c2ccc(OC)c(OC)c2)cc1OC
  F508del corr: -2.9
  FN deposition inh: 8
  miR-122 sensor: 7
  INS-1E GSIS act: 13
  PAX8 inh HTS: 3
  EWS-Fli inh: -2
  DENV2 CPE: nt

> CC(=O)Nc1ccc(N(C(=O)CNC(=O)c2cccs2)C(C(=O)NC(C)(C)C)c2ccccc2)cc1 (stereo not given)
  F508del corr: 0.4
  FN deposition inh: -2
  miR-122 sensor: 2
  INS-1E GSIS act: -10
  PAX8 inh HTS: -16
  EWS-Fli inh: 0
  DENV2 CPE: 1

> CNC(=O)COC(=O)c1cc2c(C)nn(-c3ccc(F)cc3)c2s1
  F508del corr: 1.4
  FN deposition inh: nt
  miR-122 sensor: -5
  INS-1E GSIS act: 14
  PAX8 inh HTS: nt
  EWS-Fli inh: -12
  DENV2 CPE: 0

Going on with the list:
SMILES	F508del corr	FN deposition inh	miR-122 sensor	INS-1E GSIS act	PAX8 inh HTS	EWS-Fli inh	DENV2 CPE
C[C@@H]1CN([C@@H](C)CO)C(=O)c2cc(NS(=O)(=O)c3cn(C)cn3)ccc2O[C@@H]1CN(C)Cc1ccc(Cl)c(Cl)c1	1.1	nt	2[16.7 µM]	15	-2	5	-4
CCOc1ccc(NC(=O)C2CCN(C(=O)C3CC(=O)N(c4ccc(C)cc4)C3)CC2)cc1 (stereo not given)	1.6	-2	-4	-6	-14	32	4
CCC(CC)NC(=O)/C=C/c1cccc([N+](=O)[O-])c1	nt	-4	nt	-3	-9	3	-1
O=C(O)c1cccc(Nc2ccc3nonc3c2[N+](=O)[O-])c1	2.9	-5	-2	4	5	-2	4
COc1ccccc1NC(=O)CN(Cc1ccco1)C(=O)c1ccc(-n2nc(C)cc2C)cc1	nt	-2	-10	nt	-2	nt	nt
CC(=O)c1c(C)[nH]c(C(=O)OCc2nnc(-c3ccc([N+](=O)[O-])cc3)o2)c1C	9.2*	6	4	-5	1	10	-7
C[C@]12C=CC(=O)C=C1CC[C@@H]1[C@@H]2[C@@H](O)C[C@@]2(C)[C@H]1CC[C@]2(O)C(=O)COC(=O)CCC(=O)O	1.2	-17	4	nt	-6	-8	-9
CC1CCCN(S(=O)(=O)c2cccc(C(=O)NCCCN3CCCC3=O)c2)C1 (stereo not given)	-0.8	nt	-4	-4	-5	6	?
CC(OC(=O)c1ccncc1)C(=O)Nc1ccc([N+](=O)[O-])cc1Cl (stereo not given)	0.3	-2	6	nt	-36	-7	3
CO[C@@H]1CN(C)C(=O)c2cc(NC(=O)NC(C)C)ccc2OC[C@H](C)N(C)C[C@@H]1C	2.2	-5	0[16.7 µM]	-10	nt	7	-9
Cc1nnc(SCCC(=O)Nc2ccc(F)cc2)s1	nt	5	6	nt	-6	nt	nt
O=c1[nH][nH]c2c1[C@H](c1ccc(Cl)cc1)O[C@H](CCc1ccccc1)C2	0.0	-13	nt	6	-2	-2	?
Cc1cc(C)cc(N=Cc2[nH]c3ccc(Br)c(Cl)c3c2O)c1	0.0	-7	nt	-23	26	13	4

Screening data: PubChem BioAssay, Broad Institute
